Bioassay records: PubChem BioAssay, National Center for Advancing Translational Sciences (NCATS)
APE1 inh – APE1 (human) endonuclease inhibition; recombinant APE1, TAMRA/BHQ-2 abasic DNA cleavage fluorescence; Potency, µM (highest dose often 65.8 µM), for the others: top-dose activity change, negative = inhibition, actives largely listed as inhibitors; 0.35% of 350,000 active; P27695;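 note: potency is the fitted concentration of half-maximal effect; plate controls were vehicle for no effect and reference inhibitor for full effect; nearly all actives have a fitted effect of over 55% in size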
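Activity was derived from the fluorescence gain between first and third kinetic reads (60 s intervals, ex 525/em 598 nm) after 50 nM THF-abasic TAMRA/BHQ-2 duplex was added to 0.75 nM APE1 preincubated 15 min with compound.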
POLB inh – DNA polymerase beta (human) inhibition | P06746 | Pol beta primer extension/strand displacement, fluorescence kinetic | Potency, µM (doses to about 114 µM), for the others: at the top dose activity change, negative = inhibition, actives largely listed as inhibitors | 1.3% of 340,000 active | AID 485314; note: potency is the fitted concentration of half-maximal effect; % is set by controls: 0 for no effect and ±100 for the full control effect
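10 nM enzyme + cpd, 15 min RT; start with substrate 50 nM final; read 0 min and after 10 min RT. Corrected, normalized data; 4-parameter Hill curve fit.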
POLH inh – DNA polymerase eta (human) inhibition; AID 588591; Potency, µM (top dose mostly 114 µM), inactives show at the top dose activity change, negative = inhibition, hits mostly inhibitors; recombinant Pol eta, fluorescent DNA replication assay; 1.2% of 390,000 active; note: potency is the fitted concentration of half-maximal effect; % is set by controls: 0 for no effect and ±100 for the full control effect
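Pol eta at 10 nM preincubated with compounds 15 min at room temperature; reaction started with fluorescent substrate (50 nM final) and read kinetically at 0 and 10 min.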
Apoferritin bind – candidate novel general anesthetic via apoferritin binding. Potency, µM (doses to about 77.5 µM), for inactives: at the highest dose activity change, negative = displacement, most hits filed as inhibitors. P02791. apoferritin/1-aminoanthracene competitive binding, fluorescence. 0.074% of 350,000 active; note: potency is the fitted concentration of half-maximal effect; % is set by controls: 0 for no effect and ±100 for the full control effect; nearly all actives have a fitted effect of over 20% in size
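Read-out: endpoint 1-AMA fluorescence, excitation 380 nm and emission 535 nm, after compounds sit 10 min at room temperature with 10 uM horse-spleen apoferritin in 50% saturated 1-AMA/PBS. Values come from four-parameter Hill fits.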
Pol iota inh – DNA polymerase iota (human) inhibition; Pol iota fluorescent replication assay, 10 min; Potency, µM (titrated, usually from 115 µM), inactives show top-dose activity, negative = inhibition, most hits filed as inhibitors; 1% of 390,000 active; AID 588590; note: potency is the fitted concentration of half-maximal effect
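Fluorescent replication assay read twice, at 0 min and 10 min after adding 50 nM (final) substrate. Enzyme (10 nM) and compounds were first incubated 15 min at room temperature; enzyme-free buffer wells were negative controls.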
Pol kappa inh – blocks human DNA polymerase kappa activity; 0.53% of 400,000 active; Potency, µM (titrated, usually from 107 µM), for inactives: at the top dose activity, negative = inhibition, usual class: inhibitors; purified Pol kappa, fluorescent DNA synthesis assay, 10 min; note: potency is the fitted concentration of half-maximal effect; % is set by controls: 0 for no effect and ±100 for the full control effect
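Enzyme at 10 nM met test compounds for 15 min at room temperature. Substrate addition (50 nM final) began the reaction, which was monitored by fluorescence at 0 and 10 min.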
BLM inh – Bloom syndrome helicase (human) inhibition; P54132; recombinant BLM DNA unwinding, fluorescence dequenching; Potency, µM (top dose mostly 56.1 µM), inactives show at the highest dose activity change, negative = inhibition, usual class: inhibitors; 0.2% of 350,000 active; AID 2528;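 note: potency is the fitted concentration of half-maximal effect; plate controls were vehicle for no effect and no enzyme for full effect; nearly all actives have a fitted effect of over 35% in size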
Target sequence (P54132 whole entry, looked up): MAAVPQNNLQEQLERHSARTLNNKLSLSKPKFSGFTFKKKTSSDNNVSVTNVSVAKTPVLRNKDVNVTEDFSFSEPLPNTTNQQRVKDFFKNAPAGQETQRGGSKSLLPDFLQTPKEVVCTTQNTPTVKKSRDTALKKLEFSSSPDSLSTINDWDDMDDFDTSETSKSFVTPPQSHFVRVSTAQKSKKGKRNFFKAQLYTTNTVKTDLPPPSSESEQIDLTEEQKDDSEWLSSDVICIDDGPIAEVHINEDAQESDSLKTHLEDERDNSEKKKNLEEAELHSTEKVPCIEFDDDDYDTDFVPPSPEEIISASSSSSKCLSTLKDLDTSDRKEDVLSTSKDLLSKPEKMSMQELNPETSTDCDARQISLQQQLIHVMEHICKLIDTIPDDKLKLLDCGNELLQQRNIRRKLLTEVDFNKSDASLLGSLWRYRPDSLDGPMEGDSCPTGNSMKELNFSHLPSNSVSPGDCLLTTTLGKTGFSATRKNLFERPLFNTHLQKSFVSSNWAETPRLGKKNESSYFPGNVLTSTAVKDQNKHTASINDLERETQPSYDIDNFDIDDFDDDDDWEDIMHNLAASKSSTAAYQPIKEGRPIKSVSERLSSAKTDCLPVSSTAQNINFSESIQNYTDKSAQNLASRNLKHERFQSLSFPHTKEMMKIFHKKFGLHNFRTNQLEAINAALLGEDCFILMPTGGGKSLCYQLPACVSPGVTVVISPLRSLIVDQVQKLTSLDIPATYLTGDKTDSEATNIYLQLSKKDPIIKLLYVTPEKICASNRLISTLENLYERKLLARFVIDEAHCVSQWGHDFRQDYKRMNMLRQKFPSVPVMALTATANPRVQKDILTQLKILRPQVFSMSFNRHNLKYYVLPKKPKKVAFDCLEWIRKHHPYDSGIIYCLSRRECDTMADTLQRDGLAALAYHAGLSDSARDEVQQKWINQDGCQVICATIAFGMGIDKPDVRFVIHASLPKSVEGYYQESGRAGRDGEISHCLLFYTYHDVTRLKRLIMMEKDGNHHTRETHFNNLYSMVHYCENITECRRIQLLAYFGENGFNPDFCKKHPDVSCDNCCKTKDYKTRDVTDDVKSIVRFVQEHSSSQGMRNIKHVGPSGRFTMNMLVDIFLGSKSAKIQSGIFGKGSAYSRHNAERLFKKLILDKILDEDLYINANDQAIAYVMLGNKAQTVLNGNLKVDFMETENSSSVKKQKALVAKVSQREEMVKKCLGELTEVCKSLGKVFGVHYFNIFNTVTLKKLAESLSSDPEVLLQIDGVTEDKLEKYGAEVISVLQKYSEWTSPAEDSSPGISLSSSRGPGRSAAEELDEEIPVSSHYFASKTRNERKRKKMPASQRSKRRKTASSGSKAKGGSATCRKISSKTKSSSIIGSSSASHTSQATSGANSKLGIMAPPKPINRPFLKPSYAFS
GRP78 ERSR act – induces the endoplasmic reticulum stress response in human glioma cells. U87-MG GRP78 promoter luciferase reporter, 16 h. Potency, µM, inactives show at the highest dose activation, most hits filed as activators. 0.02% of 420,000 active. AID 602332; note: potency is the fitted concentration of half-maximal effect; series mostly up to about 76 µM; % of control where 0% means no effect; nearly all actives have a fitted effect of over 35% in size
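Stably transfected U87-MG human glioma cells carrying a GRP78-based luminescent sensor were seeded at 1000 cells/well, pin-dosed with compounds and incubated 16 h. Luciferase reagent was then added, and end-point luminescence was read after 10 min at room temperature.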
LDHA inh – inhibitors of human lactate dehydrogenase A; P00338; purified LDHA, NADH/diaphorase-resazurin fluorescence; active compounds read low; activity change, % (values are at about 110 or 230 µM); 0.15% of 480,000 active; AID 1347041; in the data active = activity change below about -30%; inconclusive = mostly about -25% to -30%;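 note: plate controls were DMSO wells for no effect and wells without enzyme for full effect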
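Enzyme activity of human lactate dehydrogenase 5 (2 nM; 0.06 mM NADH, 0.2 mM pyruvate, 5 min, RT) is measured via a resazurin/diaphorase fluorescence readout of residual NADH.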
* marks the source's active call; other numbers are inactive results; ? = inconclusive; nt = no result given; & = joins results of further samples; [ ] = dose if it differs, or a comment. Unless noted, calls come from the whole dose curve; as a rule, active = well fitted curve in the direction sought with a large enough effect; inconclusive = small, poorly fitted or top-dose-only effect, or another doubt; inactive = no such curve, though single readings can be large; an effect the other way counts as inactive or inconclusive. A portion of the library. The share of hits here may be higher or lower than overall.

Structure	GRP78 ERSR act	BLM inh	Apoferritin bind	POLB inh	Pol kappa inh	POLH inh	APE1 inh	Pol iota inh	LDHA inh
CCCOC(=O)Nc1nnc(CCC)s1	5%	-3%	-13%	37%	0%	-12%	10%	-11%	-5
Cc1nc(N2CCN(c3ccccc3)CC2)[nH]c(=O)c1Cc1cccc2ccccc12	nt	0%	-9%	14%	nt	nt	-1%	nt	nt
C=CC(C)(C)c1cc2cc3ccoc3cc2oc1=O	2%	-3%	?	2%	-29%	-3%	2%	?	2
O=C(NCC1CCN(Cc2cccc(Cl)c2)CC1)Nc1ccc(Cl)cc1	-2%	-5%	-12%	-7%	11%	-21%	6%	12%	0
COc1ccc(/C=C/CN2CCN(Cc3ccc(C)cc3)C(CCO)C2)cc1 (configuration not stated)	-4%	1%	-10%	0%	-3%	-2%	-1%	-6%	-9
N#Cc1ccc(NC(=O)COC(=O)CCc2nc3ccccc3c(=O)[nH]2)cc1	-2%	-1%	3%	19%	6%	-3%	?	27%	-3
O=C(CCS(=O)(=O)Cc1ccccc1F)NCCc1ccc(Cl)cc1	7%	-1%	6%	52%	7%	-5%	-8%	-4%	0
Cn1cccc1C(=O)N1CCC2(CCCN(c3ccncc3)C2)CC1	-4%	-11%	nt	nt	-4%[60.1 µM]	nt	19%	nt	nt
CCN(CC)C(=O)CSc1nnc(-c2cccs2)n1Cc1ccco1	-1%	0%	-10%	-1%	-10%	1%	15%	12%	0
COc1ccc(/C(C)=N/NC(=O)Cc2c(C)nc(C)[nH]c2=O)cc1	-3%	1%	7%	0%	-10%	-21%	-1%	-7%	1
COc1ccc(CCN2CC(C(=O)Nc3nccs3)CC2=O)cc1OC (configuration not stated)	-4%	nt	nt	nt	-8%	-17%	-14%	7%	-2
O=C(CN1C(=O)S/C(=C\c2ccccc2F)C1=O)NCCCn1ccnc1	0%	1%	-13%	19%	3%	-13%	36%	6%	-5
Cc1ccc(N2CCn3c2nc2c3c(=O)n(Cc3cccc(Cl)c3)c(=O)n2C)cc1C	-2%	-1%	-12%	2%	-1%	-16%	nt	9%	-18
Cn1cc(C(=O)NCc2ccc(F)cc2)c(=O)c2cc(S(=O)(=O)N3CCCCC3)ccc21	-3%&7%	0%&-4%	?	9%&11%	5%&-15%	-7%&-10%	-1%	-1%&15%	0&4
COc1cccc(CNC(=O)COC(=O)c2ccc(S(C)(=O)=O)c([N+](=O)[O-])c2)c1	-1%	nt	nt	nt	2%	nt	nt	19%	2

(continued)
Structure	GRP78 ERSR act	BLM inh	Apoferritin bind	POLB inh	Pol kappa inh	POLH inh	APE1 inh	Pol iota inh	LDHA inh
CCc1nc2ccc(C(=O)N3CCN(c4ccc(Cl)cc4)CC3)cc2nc1CC	3%&2%	-9%&-5%	-19%&-15%	22%&15%	-19%	-30%&-11%	-18%	22%&9%	-3&-4
CCC(C)CC(C)CC(C)C(=O)/C=C(/O)C(C)CC(C)C/C=C/C(C)C(O)C(C)C(O)CC1CCC(C)(C)O1 (configuration not stated)	11%	-8%	?	nt	-5%[60.1 µM]	nt	-6%	nt	nt
C(=N\NC1=Nc2cccc3cccc1c23)/c1ccccn1	4%	-8%	?	?	-25%	?	?	12%	1
O=C(COc1ccccc1Cl)N1CCN(c2ccccn2)CC1	-3%	nt	nt	nt	-11%	-8%	25%	17%	-3
CN1CCN(C(=O)C2=C[C@H](c3csc4ccccc34)C[C@H](OCCCCO)O2)CC1	-4%	-1%	-2%	1%	13%	-7%	-1%	-5%	0
CCOC(=O)C1=C(COC(=O)C2CC(=O)N(c3ccc(CC)cc3)C2)NC(=O)NC1C (configuration not stated)	-1%	nt	nt	nt	8%	-12%	3%	3%	-2
CCN(CC)S(=O)(=O)c1cc(C(=O)Nc2cc(S(=O)(=O)N3CCOCC3)ccc2N2CCN(C)CC2)ccc1C	-2%	nt	nt	nt	-12%	-16%	nt	19%	-15
COc1ccccc1NC(=O)CN1C(=O)C(c2ccc(F)cc2)=NC12CCCCC2	nt	-7%	?	-23%	-8%	nt	nt	21%	-2
C1=C(C(c2nnnn2C2CCCCC2)N2CCCCC2)COc2ccccc21 (configuration not stated)	-3%	-1%	-11%	?	0%	-7%	0%	-10%	-1
CC(C)(C)c1cc(/C=C(\C#N)C(N)=S)cc(C(C)(C)C)c1O	-5%&-12%&-5%	nt	nt	-7%[57.1 µM]	-5%[60.1 µM]	-11%[57.1 µM]	?	?	nt
CC(=N\Nc1ccc(Cl)cc1)/C(=N/O)C(=O)Nc1ccccc1	7%	-8%	-15%	5%	-11%	-11%	12%	-4%	-2
COc1cc(C(C)=O)ccc1OCC(O)CN1CCN(c2c(C)cccc2C)CC1 (configuration not stated)	-1%	0%	?	4%	-5%	-11%	16%	40%[activator]	-2
Cc1ccc(Nc2nnc(SCC(=O)Nc3cccc(S(=O)(=O)NC4=NCCCCC4)c3)s2)cc1	4%	4%	-17%	5%	-19%	-17%	6%	6%	3
Nc1ccn(Cc2ccccc2)n1	-3%	-6%	-9%	9%	-1%	-9%	-6%	-10%	-5
CCCCOc1ccc(NC(=O)CCSc2nccn2C)cc1	3%	-1%	-16%	-1%	-19%	-22%	6%	170%[activator]	-7

Later entries.
Structure	GRP78 ERSR act	BLM inh	Apoferritin bind	POLB inh	Pol kappa inh	POLH inh	APE1 inh	Pol iota inh	LDHA inh
CN(Cc1nc2ccccc2c(=O)[nH]1)C(=O)c1ccc(NC(=O)CSc2nnnn2C)cc1	1%	nt	nt	nt	-9%	-14%	22%	11%	-6
CCCCNC(=S)NCCN1CCN(C(=S)NCCCC)CC1	0%	-3%	-13%	1%	-4%	-20%	-5%	131%[activator]	-2
CCOCCCn1c(SCc2nc3ccccc3s2)nc2ccccc2c1=O	6%	5%	-4%	38%	-5%	-28%	?	27%	-2
COc1ccc(C(=O)N/C(=C\c2cccc3ccccc23)C(=O)NCCc2c[nH]c3ccccc23)cc1OC	-4%	3%	-9%	-3%	?	-16%	-4%	?	-5
CCn1cc(C(=O)OCC(=O)NCc2ccccc2Cl)c(=O)c2ccc(C)nc21	-2%	-6%	-22%	34%	-2%	-15%	-1%	149%[activator]	-1
Cc1ccc(C(=O)Nc2nnc(-c3cccs3)s2)cc1C	4%	2%	-7%	-2%	-24%	-2%	0%	-4%	-5
CCN(CC)CCn1c(C)nc2c(sc3nc4c(cc32)COC(C)(C)C4)c1=O	-3%	-10%	-3%	32%[activator]	6%	-19%	20%	-4%[58.9 µM]	3
O=C(c1ccco1)c1cn(CC(=O)N2CCCc3ccccc32)c2ccccc12	-1%	4%	-19%	1%	-14%	-14%	18%	-2%	-6
Cc1cccc(N2CCN(S(=O)(=O)c3ccc4c(c3)CCCN4C(=O)C3CCC3)CC2)c1C	-5%&-5%	-6%&-8%	5%&37%	8%&18%	9%	0%&-2%	45%	40%&15%[activator]	0&-1
Cc1ccc(S(=O)(=O)/N=S(/c2ccccc2)C(C)C)cc1 (configuration not stated)	-4%	-4%	1%	3%	3%	-5%	0%	23%	-8
O=C(CN1CC(=O)Oc2ccccc21)OCC(=O)c1ccc(Br)cc1	-5%	nt	nt	nt	-9%	-15%	nt	-11%	5
Cc1cc(C(=O)Nc2ccc(CC(=O)O)cc2)c(C)o1	-12%	0%	-2%	-2%	-21%	11%	17%	-17%	-4
CC(=O)N/N=C(/c1ccccc1)C(O)c1ccccc1 (configuration not stated)	-2%	2%	-10%	73%	-10%	-16%	-8%	12%	-9
COc1cccc2cc(C(=O)OC3CCN(C)CC3)c(=O)oc12	0%	-7%	-6%	-27%	1%	2%	?	15%	2
COC(=O)c1cc(S(=O)(=O)NCC2CCN(Cc3ccc(Cl)cc3)CC2)cn1C	-1%	2%	-4%	-28%	-11%	-2%	-1%	-4%	-6

More results follow.
Structure	GRP78 ERSR act	BLM inh	Apoferritin bind	POLB inh	Pol kappa inh	POLH inh	APE1 inh	Pol iota inh	LDHA inh
COCCNC(=O)Cn1cc(C(=O)c2ccco2)c2ccccc21	1%	1%	-6%	30%	-20%	-12%	?	113%[activator]	-4
CC(C)[C@H]1COCCS(=O)(=O)N1Cc1ccccc1-c1ccc(F)cc1	-2%	nt	nt	nt	-3%	-8%	-19%	-3%	-1
O=C(CSc1nc(Nc2ccc(F)c(F)c2)c2ccccc2n1)c1ccc(Cl)cc1	-5%	0%	0%	-2%	-5%[60.1 µM]	-7%	nt	14%	1
O=C(NC1CCCCC1)c1ccc(S(=O)(=O)c2ccccc2)cc1	3%	-6%	-9%	5%	3%	-1%	1%	78%[activator]	-4
CCN(CC)S(=O)(=O)c1ccc2c(c1)c(=O)c(C(=O)N1CCN(c3cccc(Cl)c3)CC1)cn2C	-2%	-4%	-3%	14%	-1%	-7%	nt	-9%	5
O=C(c1cc(N2C(=O)C3C4CCC(C4)C3C2=O)ccc1Cl)N1CCN(c2ccc(F)cc2)CC1 (configuration not stated)	0%	-1%	-2%	-1%	-10%	-21%	11%	5%	-15
CC(NC(=O)c1cc(COc2cccc(C(F)(F)F)c2)on1)c1nccs1 (configuration not stated)	4%	-6%	?	-1%	-3%	-25%	18%	24%	-3
CC(=O)N[C@H]1C(O)O[C@H](CO)[C@@H](O)[C@@H]1O (some centres not stated)	1%	nt	nt	nt	-9%	-11%	16%	-11%	-8
CCCc1cc(=O)n2[nH]c(C)cc2n1	-4%	-2%	-3%	15%	-19%	-4%	-1%	10%	3
Cc1ccc(CCNC(=O)C2CCCN(S(=O)(=O)c3c(C)noc3C)C2)cc1 (configuration not stated)	-3%	-5%	-7%	26%	-18%	0%	-3%	12%	-7
CSc1ccccc1NC(=O)c1ccoc1C	-1%	0%	-9%	-27%	-17%	-5%	-1%	9%	-4
O=C(CNC(=O)c1ccco1)OCN1C(=O)c2ccccc2C1=O	-1%	-2%	-8%	20%	-6%	-6%	-1%	-5%	-8
